Screening results as filed in PubChem BioAssay.
Autophagy HCS: autophagy modulators in MEF cells, primary screen, imaging, high-content, MEF GFP-LC3; MEF GFP-LC3 puncta imaging; test concentration mostly 10 µM; calls only at 10 µM (by protocol); 0.98% of 190,000 active; AID 463193, 2010;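 active = percentage of spot-positive cells more than 3 SD above its plate mean, without a fluorescence outlier flag or 80% toxicity; inconclusive = no clear call, values can overlap the other calls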;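 also: spot-positive cell cutoff set from DMSO-treated cells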
MT stabilizer: microtubule stabilizers in HeLa cells, primary screen, imaging, high-content imaging | AID 2205, 2009 | % tubulin-high responders, % at 10 µM | 0.83% of 200,000 active | HeLa tubulin immunostaining HCS, 24 h; share of cells brighter than vehicle mean+2SD;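 active = plate Z-score above 3 for both tubulin-high and condensed-nucleus cell shares, with cell loss under 80%, at 10 µM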;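 also: anti alpha tubulin signal scored within the nucleus-defined area of each cell; some results filed as inactive read as strong as hits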
Insulin prom up: insulin promoter activators in MIN6 cells, imaging, high-content screening, mouse beta cells | z-score at 5 µM | MIN6 insulin promoter-GFP reporter; hits give high values | 0.3% of 190,000 active;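 active = z-score above 3 at 5 µM with at least 500 cells counted in the well; inconclusive = wells under 500 cells, flagged as cytotoxic or low count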
Yfh1-depleted yeast: enhancers of respiration in Yfh1-depleted yeast, dose response, Friedreich's ataxia, plus single-dose screen (AID 1465) | S. cerevisiae Yfh1-off respiration, WST-1 reduction, 72 h; higher fold induction means a stronger effect | fold induction at 50 µM; hits with a dose series show EC50 in µM | 0.074% of 220,000 active;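 active = fold induction of absorbance versus untreated yeast above a set limit, then at least 30% activation at any dose in follow-up; inconclusive = repeats straddling the limit, or above it without dose testing; inactive = fold induction below the set limit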;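 also: activators that raise dye reduction in frataxin-depleted yeast; strong numbers were not always called active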
Dynein cargo inh: inhibitors of GR-EGFP nuclear translocation, primary screen, dynein cargo transport inhibitor project, imaging, high-content, 3617.4 mouse cells. 0.47% of 220,000 active. test concentration mostly 20 µM; stimulated with dexamethasone, 1 µM; hits give low values. z-score, hits read low;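 active = plate z-score of nuclear minus cytoplasmic receptor signal below a set negative limit, without overly bright fluorescence or cell loss, cut at about -3.5 in these data, passing the limit was not always enough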;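 also: z-score of nuclear minus cytoplasmic ring GR-EGFP intensity difference per well; some compounds called inactive have numbers as strong as hits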
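Also added – dexamethasone, 1.0 µM final · Buffer or medium – tet-free, stripped-serum medium · Schedule – induction 48 h, compound 1 h, agonist 30 min · Detection – formaldehyde fixation, Hoechst nuclear stain, 10x automated fluorescence imaging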
WT yeast gro inh: growth inhibition of WT strain, primary screen, mitochondrial fusion inhibitor project, WT and mutant strains, chemical genetic. mitochondrial fusion phenotypic screen. inhibition, % at 10 µM. 2.1% of 190,000 active. AID 1362, 2008; in the data active = inhibition above about 58%; tested in S. cerevisiae
b-catenin transl: modulators of beta-catenin nuclear translocation, primary screen, imaging, HeLa cells, immunofluorescence, high-content; AID 1665, 2009; 0.3% of 190,000 active; nuclear translocation activity, % at 5 µM;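 active = nuclear translocation activity above 50% at 5 µM, with a well cell count of 50 or more; inconclusive = wells under 50 cells across six images, flagged as toxic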;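 also: per-cell ratio of nuclear to cytoplasmic median beta-catenin stain intensity; plate controls were DMSO negative control for no effect and GSK-3 inhibitor IX positive control for full effect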
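Test system: human HeLa cell line; Doses: 5 µM primary, 0.02–20 µM confirmation; Incubation: 24 h compound exposure, 37°C; Detection: beta-catenin immunofluorescence imaging with DAPI; Read-out: beta-catenin nuclear/cytoplasmic ratio, % activation.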
AID2073: inhibitors of Mint1-CaV2.2 protein interaction, biochemical, HTRF (AID 2073). Voltage-dependent N-type calcium channel subunit alpha-1B (Homo sapiens). 0.19% of 290,000 active. HTRF protein-protein interaction, Mint1-CaV2.2; higher % means a stronger effect. inhibition, % at 20 µM, or IC50 in µM where a hit was titrated; in the data active = inhibition mostly above about 51%, no sharp cut-off; inconclusive = no clear call, values can overlap the other calls; inactive = mostly below about 53%; also: some results filed as inactive read as strong as hits
HIV peptide binding: inhibitors of HIV fusion peptide binding, primary screen, biochemical, uHTS, fluorescence dequenching (AID 1986); one-dose inhibition, % at 20 µM; IC50 in µM for titrated hits; 0.3% of 290,000 active; cell-free peptide binding, fluorescence dequenching, 30 min; higher % means a stronger effect; in the data active = inhibition mostly above about 52%, no sharp cut-off; inactive = mostly below about 76%; also: some results filed as inactive read as strong as hits
WT yeast gro inh mutant strain: also measured in WT yeast gro inh; calls as there; inhibition, %; mitochondrial fusion phenotypic screen, mutant strain inhibition
Dynein cargo inh cytoplasmic EGFP: second read-out of Dynein cargo inh, no call of its own (marks repeat the call); z-score; measured here: cytoplasmic GR-EGFP intensity; hits give high values
Dynein cargo inh nuclear GR-EGFP: also measured in Dynein cargo inh; calls as there; z-score; measured here: nuclear GR-EGFP intensity;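 lower value marks the stronger effect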
Dynein cargo inh cell count: second read-out of Dynein cargo inh, no call of its own (marks repeat the call); z-score; measured here: cell count per field
Insulin prom up cell count: recorded beside Insulin prom up, whose call it bears; cell count; measured here: cytotoxicity, nuclei count;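 total cells summed across four imaged fields per well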
b-catenin transl cell count 5 µM: recorded beside b-catenin transl, whose call it bears; cell count; measured here: cell count, cytotoxicity flag
MT stabilizer Hoechst-high %: recorded beside MT stabilizer, whose call it bears; % Hoechst-high responders; measured here: nuclear condensation Hoechst responders;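 share of cells brighter than vehicle mean plus two SD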
MT stabilizer cytotoxicity %: also measured in MT stabilizer; calls as there; toxicity, %; measured here: cytotoxicity by cell density;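 0% = mean cell density of plate MIN control wells and 100% = no cells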
Autophagy HCS cell loss 18 h: recorded beside Autophagy HCS, whose call it bears; toxicity, %; measured here: cell loss, nuclei count;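 cell loss after 18 h compound exposure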
Numbers without * were called inactive; i = inactive; ? = inconclusive; · = not tested or not shown; + = active, no number.

SMILES	Autophagy HCS	Autophagy HCS cell loss 18 h	MT stabilizer	MT stabilizer Hoechst-high %	MT stabilizer cytotoxicity %	Insulin prom up	Insulin prom up cell count	Yfh1-depleted yeast	Dynein cargo inh	Dynein cargo inh cytoplasmic EGFP	Dynein cargo inh nuclear GR-EGFP	Dynein cargo inh cell count	WT yeast gro inh	WT yeast gro inh mutant strain	b-catenin transl	b-catenin transl cell count 5 µM	AID2073	HIV peptide binding
Cc1ccc(-c2nnc(SCc3nc4ccccc4[nH]3)n2Cc2ccco2)cc1	i	1	3.0	1.8	7.9	0.56	1303	·	-0.43	-0.51	-0.063	-0.12	16	8	0.7	1439	-16%	-1.2%
CSc1nc(=S)n(Cc2ccccc2)c(C)c1C(C)=O	+	-13*	2.5	4.8	3.9	-0.06	1580	i	-0.71	-0.3	-0.56	0.74	-17	-16	1.1	458	2%	-0.3%
Cc1cc(C)nc(N(C#N)CC(=O)N(c2ccccc2)C(C)C)n1	i	11	5.2	3.3	9.1	-0.32	1266	i	-0.24	-0.32	-0.027	0.41	18	16	-1.7	1447	0%	-2.2%
Cc1ccc(S(=O)(=O)N2CC(O)CC2C(=O)OCc2nc3sc(C)c(C)c3c(=O)[nH]2)cc1 (stereo not drawn)	i	7	2.8	3.3	5.6	-0.22	1296	i	-0.41	-0.2	0.087	-0.064	-3	11	-1.4	1088	6%	-1.2%
COc1cccc(-c2ccc(C#N)c(OC(=O)c3ccc(Cl)cc3)n2)c1	i	4	1.1	1.1	3.8	·	·	i	-0.51	0.045	0.015	0.27	-6	6	-0.8	984	10%	-2.9%
CCN(CC)c1ccc(/C=N/N2C(=O)c3ccccc3C2=O)cc1	i	-3	3.1	2.4	9.7	0.54	1347	i	0.67	0.14	0.73	-0.89	-6	-15	·	·	10%	-1.5%
Cc1nn(C)cc1S(=O)(=O)N1CCCC(C(=O)O)C1 (stereo not drawn)	i	4	2.8	2.6	5.4	1.1	1155	i	-0.037	-0.28	-0.091	0.85	-9	-10	-0.5	1059	-10%	-1.6%
O=C(Nc1ccc(F)cc1F)c1cncc(Br)c1	i	4	3.8	1.4	9.3	·	·	i	0.2	-0.14	0.32	-0.33	4	2	0.2	1513	0%	-0.5%
Fc1ccc2nc(Nc3nc4c(F)cccc4s3)sc2c1	i	-6	5.4	3.0	0.3	-0.39	1185	i	-1.3	-0.2	-0.91	1.1	7	12	2.6	1082	?	2.7%
O=C(/C=C/c1ccccc1Cl)Nc1cccc(S(=O)(=O)NC2=NCCCCC2)c1	i	-2	4.0	2.9	3.7	0.57	1385	i	-0.34	-0.28	-0.091	0.065	-7	-4	-1.9	979	6%	-1.8%
CCCCn1c(SCC(=O)c2ccc(OC)c(OC)c2)nc2cc(S(N)(=O)=O)ccc21	i	-2	0.8	1.5	5.9	0.34	859	i	-0.55	-0.31	-0.24	0.57	25	35	·	·	-20%	0.8%
O=Cc1cc(N=Nc2ccccc2Cl)ccc1O	i	-14	4.0	2.6	1.1	0.6	1325	i	-0.7	-0.3	-0.29	0.7	8	35	1.4	1022	17%	38%
COc1ccccc1NC(=O)Nc1ccccc1C(=O)NCCCN1CCOCC1	·	·	·	·	·	0.49	1451	i	-0.32	-0.18	-0.21	0.32	·	·	1.2	999	26%	-0.4%
O=C(c1ccccc1)c1ccc2c(c1)OCCOCCOCCO2	·	·	·	·	·	0.59	1153	i	-1.5	-0.28	-0.57	2.3	·	·	-0.6	1353	3%	-3.3%
COc1cc(Cn2c(C(=O)O)cc3sccc32)cc(OC)c1OC	i	-2	6.1	2.1	16	0.85	1865	·	1.4	-0.54	0.41	0.14	-14	-24	0.3	1042	-2%	0.1%
O=C(c1c(F)cccc1F)N(Cc1ccccn1)C1CCCC1	i	9	2.0	1.9	8.6	0	1266	i	-1	-0.27	-0.32	0.81	1	2	-0.7	1103	6%	-0.4%
O=C(Cn1cnc2c(nnn2-c2ccccc2)c1=O)NCCc1ccccc1	i	-5	1.8	0.9	8.4	0.43	1966	i	-0.93	-0.17	-0.28	-0.12	-11	-6	-1.1	1058	-3%	1.1%
COc1ccccc1-c1cc(C(=O)N/N=C\c2cnn(C)c2C)c2ccccc2n1	i	15	2.0	2.7	7.8	0.66	1299	i	-0.41	-0.24	0.39	0.51	-6	8	0.4	550	4%	-3.3%
CCOC(=O)C1CCN(C(=O)Cn2cc3c(n2)CCC(C)C3)CC1 (stereo not drawn)	i	-9	3.8	2.4	4.6	0.42	1692	i	-1.1	-0.19	-0.23	0.69	9	6	-1.7	1107	19%	-0.7%
O=C(c1cc2cc(Br)ccc2s1)N1CCOCC1	i	6	4.3	2.6	7.4	-0.32	1333	i	0.69	-0.37	0.58	-0.37	-21	5	-1.1	1070	1%	2.6%
O=C(Nc1nnc(-c2ccccn2)o1)c1cccc(Cl)c1	i	1	6.2	2.8	7.4	0.92	1253	i	-0.14	-0.22	0.61	-0.16	31	19	-0.4	1093	7%	7.5%
Cc1cnc(C(=O)OCC(=O)NC2CCCCCCC2)cn1	i	-10	3.9	2.3	12	-0.15	1269	i	-0.0012	-0.2	0.056	0.35	-13	-40	-1.8	1136	6%	0.5%
CC1CCN(CCCNC(=O)CN2CCN(Cc3ccc(Cl)cc3)C2=O)CC1	i	15	5.0	1.8	12	-0.69	1154	·	1.4	-0.066	1.8	-1.4	-11	-6	-1.1	554	0%	1.0%
CC(C)c1ccc(NC(=O)Cn2cccc2C2=NC(c3ccccc3)CO2)cc1 (stereo not drawn)	i	-6	4.7	4.9	10	0.41	1109	i	0.31	0.13	-0.26	-0.44	7	-22	-3.0	497	5%	-1.5%
COc1cc(OC)cc(C(=O)NC2CCN(CC(=O)Nc3cccc4ccccc34)CC2)c1	i	-4	5.1	2.3	6.2	·	·	i	-0.086	-0.23	-0.063	0.51	-12	-11	·	·	-1%	-2.7%
CSc1c(SCc2ccccc2)cnn(-c2ccccc2)c1=O	i	13	1.9	2.4	4.6	-0.86	1264	i	0.31	-0.09	0.36	-0.073	8	-5	·	·	-10%	-2.0%
CCn1c(SC2CCOC2=O)nnc1-c1ccc(Cl)cc1 (stereo not drawn)	i	-5	4.7	1.7	10	-0.75	1625	i	-0.8	-0.24	-0.26	-0.044	-6	-1	-2.1	1109	3%	0.9%
COc1ccc(N(C)C(=O)CC2(CC(=O)O)CCCCC2)cc1	i	-63	4.8	2.8	6.7	0.16	1938	i	0.15	-0.16	0.27	0.35	-9	6	-0.5	1079	0%	1.3%
CCOc1ccc(-n2c(SCC(=O)Nc3nccs3)nc3c(c2=O)SCC3)cc1	i	0	3.2	2.9	6.7	0.75	1511	i	-0.15	-0.21	0.25	0.046	6	0	0.2	1087	-1%	-1.9%
Cc1cccc(OCC(=O)OCC(=O)c2c(N)n(C)c(=O)n(C)c2=O)c1C	i	29	1.2	1.3	6.1	·	·	i	-0.083	-0.24	0.053	0.68	-12	-10	-1.5	1052	6%	0.3%
COCCCN=C1NN=C(c2cc(C)n(-c3ccccc3)c2C)CS1	i	22	2.9	2.6	8.3	-0.59	803	i	-0.81	-0.26	0.35	0.26	3	-4	0.0	540	-23%	7.2%
CCC(=O)NC(C)C(c1cccs1)N1CCOCC1 (stereo not drawn)	i	-4	5.1	2.8	7.7	·	·	i	-0.026	-0.081	0.017	0.45	·	·	·	·	·	·
O=C(NC1CC1)C1CCN(c2ncnc3c2sc2cccc(F)c23)CC1	i	8	1.9	4.2	12	0.53	909	i	1.7	-0.19	0.98	-0.57	4	-11	·	·	14%	-0.1%
O=C(CSCc1c(Cl)cccc1Cl)NCc1ccco1	i	-13	3.1	1.4	5.4	·	·	i	-0.12	-0.22	0.25	0.025	-15	6	2.2	582	5%	1.1%
O=C(CNC(=O)c1ccccc1O)N/N=C/c1ccccn1	i	-8	1.4	2.1	4.5	-0.38	1595	i	0.16	-0.18	0.14	-0.12	7	-10	-1.9	954	13%	-3.3%
CCOC(=O)c1cnc(N)nc1C(F)(F)F	i	10	6.2	4.1	2.4	-1.1	1565	i	1.9	-0.045	1.2	-1.4	8	13	0.0	903	6%	-0.7%
O=C(Cn1nnc(-c2ccc(Cl)cc2)n1)NC1CCN(Cc2ccccc2)CC1	i	0	0.7	1.7	6.9	-0.23	963	i	-0.48	-0.21	-0.35	0.8	0	-17	1.4	708	-3%	2.4%
COC(=O)c1c(-n2cnnn2)sc(C)c1C	i	1	4.0	3.4	6.2	0.03	1300	i	-0.46	-0.044	-0.21	0.47	-1	22	1.5	1474	4%	-0.9%
Cc1c(-n2cc(C(=O)c3cc(F)ccc3O)cc(C#N)c2=O)c(=O)n(-c2ccccc2)n1C	i	-6	1.4	3.1	8.3	0.07	1389	i	0.18	-0.36	-0.3	0.11	-1	-2	·	·	-8%	7.2%

Rows are unselected (roughly 4.2% active in at least one column).
